# Y pestis TopoI: blocks Yersinia pestis topoisomerase I activity. Y. pestis Topo-I cleavage product accumulation, plate reader. activity, % at 10 µM. 360,000 compounds, 0.064% hits. AID 504884; in the data active = activity above about 50%, passing the limit was not always enough; note: inactives centre near 2
# PrPC surface inh: reduces human prion protein on the cell surface; P04156; cell surface PrPC, TR-FRET read-out; inhibition, % at 13.8 µM; 370,000 compounds, 0.43% hits; in the data active = inhibition above about 24%; note: 0% = median of the test wells and 100% = reference compound wells
# 3CLpro inhibitor: SARS-CoV 3CLpro protease inhibition. 290,000 compounds, 0.14% hits. P0C6X7. AID 1706. recombinant SARS-CoV 3CLpro, quenched FRET peptide cleavage. inhibition, % at 6 µM; in the data active = inhibition above about 12%
# Vc quorum ag: quorum light induction in luxS cqsA deficient V. cholerae | V. cholerae BH1578 lux reporter, luminescence, 6 h | activation, % at 18.7 µM | 350,000 compounds, 0.16% hits | AID 588436; in the data active = activation mostly above about 9.7%, no sharp cut-off; note: not every result past the cut was called active; inactives centre near 0; reference of the scale not given here
# Rv3671c inh: Rv3671c (M. tuberculosis) protease inhibition; 320,000 compounds, 0.048% hits; P9WHR9; inhibition, % at 5.96 µM; AID 2606; in the data active = inhibition above about 38%;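 note: extracellular domain of Rv3671c used as enzyme; 0% = enzyme with DMSO and 100% = no enzyme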
# Target sequence (P9WHR9 whole entry, looked up, the tested form may be a part): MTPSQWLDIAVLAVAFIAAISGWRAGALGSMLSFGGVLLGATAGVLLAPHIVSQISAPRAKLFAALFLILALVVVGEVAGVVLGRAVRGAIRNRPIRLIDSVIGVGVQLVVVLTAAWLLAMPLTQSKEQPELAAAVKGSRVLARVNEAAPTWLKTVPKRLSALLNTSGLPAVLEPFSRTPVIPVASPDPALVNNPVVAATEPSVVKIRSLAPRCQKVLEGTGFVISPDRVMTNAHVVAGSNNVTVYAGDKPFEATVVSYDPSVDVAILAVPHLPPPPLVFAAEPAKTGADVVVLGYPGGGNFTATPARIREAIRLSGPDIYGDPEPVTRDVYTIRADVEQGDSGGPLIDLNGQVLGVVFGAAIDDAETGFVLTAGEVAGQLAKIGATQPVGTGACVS
# MazF activator: increases E. coli MazEF RNase cleavage of RNA | P0AE70 | FAM/BHQ RNA-DNA oligo cleavage fluorescence, 5 h | activation, % at 20 µM | 350,000 compounds, 0.32% hits | AID 504720; in the data active = activation above about 50%
# Target sequence (P0AE70 whole entry, looked up): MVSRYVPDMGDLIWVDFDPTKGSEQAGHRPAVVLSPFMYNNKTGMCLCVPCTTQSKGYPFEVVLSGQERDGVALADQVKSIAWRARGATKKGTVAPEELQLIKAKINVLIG
# TcdB inh: TcdB glycohydrolase inhibition; TcdB glycohydrolase enzymatic assay, plate reader; inhibition, % at 9.99 µM; P18177; 350,000 compounds, 0.24% hits; in the data active = inhibition above about 10%
# CCHFV vOTU inh: CCHFV vOTU protease inhibition; Pep-AMC fluorescence; inhibition, % at 11.5 µM; 370,000 compounds, 0.55% hits; AID 651958; in the data active = inhibition above about 30%; note: 0% = vehicle wells with enzyme and 100% = no enzyme wells
# VHR inh abs: inhibitors of human VHR1 phosphatase (DUSP3) | 290,000 compounds, 0.52% hits | P51452 | inhibition, % at 13.3 µM | recombinant VHR phosphatase, pNPP absorbance | AID 1654; in the data active = inhibition above about 50%; note: some compounds called inactive have numbers as strong as hits
# Target sequence (P51452 whole entry, looked up): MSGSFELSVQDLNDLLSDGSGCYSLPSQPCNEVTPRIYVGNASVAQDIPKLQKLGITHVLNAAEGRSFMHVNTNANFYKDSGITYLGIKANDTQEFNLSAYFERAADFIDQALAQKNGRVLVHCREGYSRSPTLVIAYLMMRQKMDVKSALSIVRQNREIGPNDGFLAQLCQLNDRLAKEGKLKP
# SSB-PriA inh: blocks PriA binding to SSB C-terminal tail; 430,000 compounds, 0.6% hits; AlphaScreen SSBct-PriA binding, biotinylated peptide; inhibition, % at 33 µM; in the data active = inhibition mostly above about 37%, no sharp cut-off; inactive = mostly below about 20%;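 note: plate controls were negative control peptide for no effect and reference peptide for full effect; strong numbers were not always called active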
# The depositor's hits bear a star; i = inactive; nt = not tested or not shown; & = joins results of further samples. Only part of the results is shown; the hit share may differ from the screen's.
# Start of the data: the first 2 entries as a preview:
# The line under a structure holds: Y pestis TopoI, PrPC surface inh, 3CLpro inhibitor, Vc quorum ag, Rv3671c inh, MazF activator, TcdB inh, CCHFV vOTU inh, VHR inh abs, SSB-PriA inh
O=C(O)COc1ccc(S(=O)(=O)N2CCCC2)cc1
  7, 13, 1, 1.2, 0, 4, 0.1, -15, 11, -14
COc1ccc(-c2csc(N(CC3CCCO3)C(=O)c3ccc(C)cc3)n2)cc1 (stereo unspecified)
  -4, -2, -1, -0.3, -11, 2, nt, 17, -5, -4

# This part in full, repeating the preview:
# The line under a structure holds: Y pestis TopoI, PrPC surface inh, 3CLpro inhibitor, Vc quorum ag, Rv3671c inh, MazF activator, TcdB inh, CCHFV vOTU inh, VHR inh abs, SSB-PriA inh
O=C(O)COc1ccc(S(=O)(=O)N2CCCC2)cc1
  7, 13, 1, 1.2, 0, 4, 0.1, -15, 11, -14
COc1ccc(-c2csc(N(CC3CCCO3)C(=O)c3ccc(C)cc3)n2)cc1 (stereo unspecified)
  -4, -2, -1, -0.3, -11, 2, nt, 17, -5, -4
Cc1nc(N/C(N)=N/S(=O)(=O)c2ccc([N+](=O)[O-])cc2)nc2ccccc12
  6, -14, -2, -0.6, 2, 6, nt, -2, 16, nt
C(=NN=C1c2ccccc2-c2ccccc21)c1ccc2c(c1)OCO2
  2, 5, nt, i, nt, -2, 1.2, 5, nt, -8
CCOC(=O)C(=O)NN=C(c1ccccc1)c1ccccc1
  -5, 13, 1, 0.6, 3, 1, 0.5, -9, 22, -7
CCOC(=O)c1c(NC(=O)Cn2c(C)nc3ccccc32)sc2c1CCC2
  4, 9, -4, 1.5, -1, 3, nt, -8, -5, -17
CN(C)C(=O)C#Cc1ccccc1
  -2, -3, 2, -0.5, 3, -5, 1.1, -8, 0, 0
Cc1ccc(C(=O)NCC(=O)NCC(=O)OCC(=O)c2ccc([N+](=O)[O-])cc2)cc1
  -1, 0, -4, -0.2, -1, 4, nt, -3, 4, 3
COc1cccc(C(=O)Oc2ccc(/C=N/NC(=O)c3ccncc3)cc2OC)c1
  23, -8, 1, -0.3, -31, -21, 0.8, 16, 35, nt
Nc1ccc(C2CCCc3nonc32)c2nonc12 (stereo unspecified)
  -12, -20, 2, 0.6, -3, -4, nt, 15, 36, -24
CC1CC(C)CN(S(=O)(=O)c2cccc(C(=O)OCCN3CCCC3=O)c2)C1 (stereo unspecified)
  8, 7, 2, i, -12, 4, nt, 20, 27, -14
CN(C(=O)CCc1nc2ccccc2c(=O)[nH]1)C1CCS(=O)(=O)C1 (stereo unspecified)
  4, -2, nt, i, 8, -60, 3.2, -2, nt, -4
CCOc1ccc(NC(=O)CN(C)CC(=O)Nc2cc(Cl)ccc2C#N)cc1OCC
  21, 5, 4, 3.9, -4, 5, nt, 20, 0, -5
Cc1ccc(S(=O)(=O)N2CCCCC2C(=O)N(C)c2ccccc2)cc1 (stereo unspecified)
  6, -1, -3, -0.6, 7, 5, 2.2, 10, -2, -7
CCC(=O)Nc1nnc(-c2ccncc2)s1
  -1, 5, 1, -0.9, 2, 6, nt, -7, 12, -8
O=C(CCNC(=O)c1ccccc1Cl)NCC(c1ccco1)N1CCCC1 (stereo unspecified)
  7, -3, nt, i, -4, 1, 3.6, -6, nt, -5
O=C(CSc1nnc2ccccn12)N1CCc2ccccc2C1
  -2, -2, 2, nt, -6, 1, 0.8, 6, 32, -12
CC1=NC(C#N)=C(C#N)NC(C)(C)C1
  -4, -6, -1, -0.3, -7, -16, -0.5, -6, 18, -6
Cc1nc2ccccc2n1CC(O)COC1CCCCC1 (stereo unspecified)
  -5, nt, 0, -0.4, -3, -8, -0.1, nt, 3, -24
Cc1cc2c(cc1C)CSC(c1ccccc1OC(=O)C(C)(C)C)SC2
  19, -2, -4, -0.9, -8, -1, nt, 17, 17, -3
OC(CNCC1CCCO1)Cn1c2ccc(Br)cc2c2cc(Br)ccc21 (stereo unspecified)
  -9, -15, 6, i, -14, -8, nt, 26, 20, 21
O=C(O)CSCC(=O)N(Cc1ccccc1)c1nc(-c2ccccc2)c(-c2ccccc2)s1
  1, 7, 12*, -0.3, -40, -17, -2.9, 16, 17, 15
O=C(COC(=O)c1ccc(F)c(S(=O)(=O)N2CCOCC2)c1)NCc1ccc2c(c1)OCO2
  7, -1, nt, i, -2, 0, -2.1, 7, nt, -14
Cc1ccc(CNC(=O)CSc2c3c(nc4cc(Cl)ccc24)CCCC3)o1
  0, 18, 2, 26*, -8, 2, nt, 14, 25, 4
CCc1nc2ccc(C(=O)N(C)CC(=O)Nc3cccc(F)c3)cc2nc1CC
  11, 0, nt, 0.5, -2, 9, 1.0, 1, nt, 4
COc1ccc(/C(N)=N/OC(=O)c2ccc3ccccc3c2)cc1OC
  21, -4, nt, -5.5, nt, 13, 0.0, -9, nt, nt
Cc1ccc2nc3[nH]c(=O)[nH]c(=O)c3c(N)c2c1
  7, 10, nt, i, nt, -42, 0.5, -52, nt, -18
Nn1c(SCc2c(F)cccc2F)nnc1-c1ccccn1
  1, -6, 1, -0.5, 2, 3, 0.6, -12, 13, 11
Cc1nc(SCC(=O)N(C)Cc2ccco2)c2c(C)c(C)sc2n1
  1, -1, 3, -0.9, -2, -6, nt, -10, 24, -18
Cc1ccc(S(=O)(=O)Cc2nnnn2-c2ccccc2)cc1
  2, 7, -3, i, 9, 2, -1.6, 0, 31, -14
Cc1cccc2sc(N(CCCN(C)C)C(=O)CCc3ccccc3)nc12
  -12, -20, 4, -0.2, 5, 11, nt, -11, 28, 4&11
Cc1ccc(OCCN(C)C(=O)C2CCC(=O)N(CC3CCCCC3)C2)cc1 (stereo unspecified)
  31, 5, 1, -2.0, -6, 5, 0.7, 10, -20, -6
CCOc1ccc(-n2c(C)cc(/C=N\NC(=O)CC(=O)NC3CCCCC3)c2C)cc1
  18, 3, 5, -0.2, -4, -11, -0.8, -1, -3, nt
COc1ccc(NC(=O)c2ccc3c(=O)n(Cc4ccco4)c(=S)[nH]c3c2)c(OC)c1
  -8, 0, -1, i, -5, -2, nt, 7, 0, 8
Cc1cccc(C)c1NC(=O)CN1CCN(CC(=O)c2cc(C)n(C3CC3)c2C)CC1
  -1, 6, nt, 0.0, -2, 6, 1.1, -5, nt, -6
CC(=O)Nc1ccc(S(=O)(=O)N2CCN(S(=O)(=O)N3CCCCCC3)CC2)cc1
  4, 9, 2, -0.8, 3, 9, nt, 3, 3, -13
COC(=O)C(CCCCNC(=O)OCc1ccccc1)NC(=O)CN (stereo unspecified)
  -7, 1, 1, 0.0, 11, 12, nt, -4, -4, 12
COc1ccc(C(=O)COC(=O)CCN=C2NS(=O)(=O)c3ccccc32)cc1OC
  12, -2, -2, i, 2, -4, nt, 2, 14, 1
CCOC(=O)c1c(NC(=O)c2cc(-c3ccc(Cl)s3)nc3ccccc23)sc(C(N)=O)c1C
  -2, -4, 2, i, 1, -2, nt, 1, 42, -7
COc1ccc(/C=N/NC(=O)c2ccn[nH]2)cc1Cn1nc(C)c([N+](=O)[O-])c1C
  3, 3, 4, 0.6, -12, 0, 1.1, -4, 5, i
CCCC(=O)N(Cc1cc2cc(C)ccc2[nH]c1=O)c1ccccc1OC
  25, 5, 2, -0.5, -9, -1, nt, -2, 3, -4
CC(C)SCC(=O)Nc1ncc2c(n1)-c1ccccc1CC2
  -5, -4, -4, -0.4, 0, -17, -0.1, -9, 17, -6
CSc1ccccc1NC(=O)CN1CCCCC1C (stereo unspecified)
  9, -4, -3, i, 2, -1, -1.5, 3, 15, -25
CC1(C)OC(=O)C(=CSc2ccc(C(C)(C)C)cc2)C(=O)O1
  1, 6, 2, 1.0, -4, -1, -0.6, -3, 18, -9
COc1ccc(C2=NOC(Cn3nc(C(=O)NCc4ccco4)cc3-c3ccccc3)C2)cc1 (stereo unspecified)
  26, 7, nt, -0.3, -18, -4, -2.8, 8, nt, 10
O=C(c1ccco1)N1CCN(C(=O)C2CCCN(S(=O)(=O)Cc3ccccc3)C2)CC1 (stereo unspecified)
  6, 6, 2, i, 2, 0, nt, 6, 16, 1
Cc1cc(/C=C2\NC(=S)NC2=O)c(C)n1-c1cccnc1
  5, -1, -4, -0.5, 2, 12, 1.9, 8, 12, 6
CC1CCCN(c2nc3c(c(=O)n(C)c(=O)n3C)n2CCSc2nc3ccccc3o2)C1 (stereo unspecified)
  -14, -1, 9, -0.2, 0, 2, nt, -9, 3, -2
CN(C(=O)C1CC1)C1CCS(=O)(=O)C1 (stereo unspecified)
  -8, 0, nt, -1.7, -2, 7, 7.5, 2, nt, 4
COc1ccc(C(=O)n2nc(-c3ccco3)nc2N)cc1OC
  5, -2, -1, -0.5, nt, 16, 0.5, -6, 16, -1
Cc1nc2cc(NC(=O)C3COc4ccccc4O3)ccc2s1 (stereo unspecified)
  6, 4, 1, 2.8, -3, 9, nt, 6, 47, 9
CCOc1ccc(NC(=S)N2C3CCCC2CC(NC(=O)C2CC2)C3)cc1 (stereo unspecified)
  -10, 7, -7, -0.3, -20, 4, 1.4, 9, 1, 1
O=C(NC1CCCCC1)OCCN1CCN(Cc2ccccc2)CCC1=O
  nt, 4, -2, nt, -1, nt, 2.0, -8, 1, nt
NC1=NC[C@@H](Cc2ccc(O)cc2)N1CC1CCCCC1
  1, 7, nt, i, -1, -2, 2.1, -2, 19, 3
CNC(=O)COC(=O)C1CCN(S(=O)(=O)c2ccc3c(c2)OCCO3)CC1
  -12, -6, nt, i, -3, 3, 0.7, 3, nt, -10
Cc1ccc(NC(=O)CSCc2cc(=O)n3cc(C)sc3n2)c(C)c1
  -2, 2, 5, -0.3, 4, 7, 1.4, -6, 2, -14
COc1ccc(S(=O)(=O)N2CCCCC2)cc1NC(=O)COC(=O)c1ccco1
  3, -5, nt, i, 0, 2, 1.7, -4, nt, -12
COc1ccc(/C(O)=C2/C(=O)C(=O)N(c3ncccn3)C2c2ccc(F)cc2)cc1 (stereo unspecified)
  -8, 7, -2, -0.9, 1, 3, 0.7, -6, 5, nt
CCOc1ccc(/C=N/Nc2cc(C)nc(N3CCOCC3)n2)cc1
  -5, -2, -2, -0.5, 7, 15, 0.9, 5, 29, i
C(=N\Nc1nn[nH]n1)/c1ccccc1
  3, 2, 0, i, 0, -3, -0.5, 22, 35, nt

# Additional records:
# The line under a structure holds: Y pestis TopoI, PrPC surface inh, 3CLpro inhibitor, Vc quorum ag, Rv3671c inh, MazF activator, TcdB inh, CCHFV vOTU inh, VHR inh abs, SSB-PriA inh
Cc1[nH][nH]c(=O)c1C(c1c(C)[nH][nH]c1=O)c1cn(C)c2ccccc12
  -15, -7, 2, 0.5, nt, -4, -7.3, 44*, 25, -13
CSc1ncc(C(=O)Nc2ccccc2C)c(C)n1
  -1, 0, 4, 1.2, 1, 0, 2.4, 11, 64, -8
CCOC(=O)c1cnc(Nc2nc3ccccc3o2)nc1CSC(=S)N(CC)CC
  2, 6, -3, -3.4, 4, -5, -0.3, 0, 28, -5
CCOc1ccccc1NC(=O)Nc1ccncc1
  1, 10, 6, i, 1, 0, -6.6, 13, 6, -4
O=C(NCc1ccccc1)/C(=C/c1ccccc1)NC(=O)c1ccco1
  1, -5, 7, -0.3, 6, 2, 0.7, -14, 11, -14
COc1ccc(N(C)C(=O)Cn2c(=O)oc3ccccc32)c(OC)c1
  3, 7, -3, 0.9, -4, -5, 1.3, 7, 10, 6
COc1ccc(-c2cc(C)no2)cc1S(=O)(=O)N(C)c1ccc(C)cc1
  21, 0, 0, i, -9, -3, 1.0, 5, -17, 2
CC1CCN(C(=O)c2[nH]cnc2C(=O)NCCCCCNC(=O)OC(C)(C)C)CC1
  14, 2, nt, i, -1, 5, 1.3, 3, nt, -8
CCC(=O)N1CCN(c2ccccc2NC(=O)c2ccc(OC)c(Cl)c2)CC1
  -4, 1, -2, -1.0, -5, 4, nt, 5, 24, -2
CCOc1ccccc1C(=O)NC(C(=O)Nc1cccc(S(N)(=O)=O)c1)C(C)C (stereo unspecified)
  1, -3, 1, i, 0, 0, 1.1, 11, 8, 1
Cc1ccc(OC(=O)N(C)C[C@H]2OCc3cn(nn3)CCCC(=O)N([C@H](C)CO)C[C@@H]2C)cc1
  8, -3, nt, i, nt, 10, 1.6&-0.7, -4, nt, nt
CCc1cccc2c(=O)c(C(=O)NCCN3CCOCC3)c[nH]c12
  7, 0, 6, -0.5, -7, 5, nt, -8, 6, -9
O=C(Cn1cc([N+](=O)[O-])cn1)Nc1ccccn1
  -8, -8, 0, i, 6, -21, nt, -6, 24, -14
